Screening data deposited in PubChem BioAssay by Broad Institute.
ROS inducer: ROS inducers in U2OS cancer cells, primary screen, cell-based, H2DCF-DA fluorescence; U2OS ROS induction; ROS induction (% of piperlongumine), % at 10 µM; 46,000 compounds, 2% hits; in the data active = ROS induction above about 79%, passing the limit was not always enough;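 note: 0% = DMSO vehicle median and 100% = reference compound median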
Numbers without * were called inactive. These rows are one share of the data; rates above refer to the full screens.

C[C@@H]1CN([C@@H](C)CO)C(=O)c2cc(NC(=O)Nc3ccc4c(c3)OCO4)ccc2O[C@@H]1CN(C)Cc1ccc2c(c1)OCO2 was read as ROS inducer 2.
Cc1c(Cl)cccc1NC(=O)CCN1C(=O)c2ccc([N+](=O)[O-])cc2C1=O was read as ROS inducer -15.
Cc1ccc(S(=O)(=O)Nc2ccc3c(c2)CC(=O)N([C@H](C)CO)C[C@@H](C)[C@H](CN(C)S(=O)(=O)c2ccc(F)cc2)O3)cc1 was read as ROS inducer -8.
For CN(C)CCC(c1ccc(Br)cc1)c1ccccn1 (stereo unspecified) the results were ROS inducer 16.
Screening Cc1noc(C)c1NC(=O)N(C)C[C@@H]1Oc2ccc(NC(=O)Cn3cnnn3)cc2CC(=O)N([C@H](C)CO)C[C@H]1C returned ROS inducer -5.
Screening Cc1ccc(S(=O)(=O)N(C)C[C@H]2Oc3ccc(NC(=O)Cc4ccccc4)cc3C(=O)N([C@H](C)CO)C[C@H]2C)cc1 returned ROS inducer 8.
For C[C@@H]1CCCCO[C@H](CN(C)C(=O)c2ccccc2)[C@@H](C)CN([C@H](C)CO)C(=O)c2cc(NS(C)(=O)=O)ccc2O1 the results were ROS inducer -8.
Screening O=C(N/N=C/c1cccc(O)c1O)c1ccccn1 returned ROS inducer -16.
Screening Cc1noc(C)c1NC(=O)N(C)C[C@@H]1Oc2ccc(NC(=O)Cc3ccccc3)cc2C(=O)N([C@H](C)CO)C[C@H]1C returned ROS inducer -2.
Screening COc1ccc(S(=O)(=O)N(C)C[C@H]2Oc3c(NC(=O)C4CC4)cccc3C(=O)N([C@@H](C)CO)C[C@H]2C)cc1 returned ROS inducer -4.
O=c1nc(NCCO)ccn1-c1nc(-c2ccccc2)sc1-c1ccccc1 was read as ROS inducer -4.
Screening Cc1noc(C)c1S(=O)(=O)Nc1ccc2c(c1)CC(=O)N([C@@H](C)CO)C[C@@H](C)[C@@H](CN(C)S(=O)(=O)c1ccc(Cl)cc1)O2 returned ROS inducer 27.
Screening C[C@H]1CN([C@@H](C)CO)C(=O)Cc2cc(NS(=O)(=O)c3ccc(F)cc3)ccc2O[C@@H]1CN(C)C(=O)NC1CCCCC1 returned ROS inducer -5.
For Cc1cc([N+](=O)[O-])ccc1NC(=O)CSc1nnc(-c2ccccc2)o1 the results were ROS inducer -13.
`COC(=O)c1cc2oc3ccccc3c2n1CC(=O)N1CCCc2ccccc21` gave ROS inducer 46.
`C[C@H]1CN([C@@H](C)CO)C(=O)c2cccc(NC(=O)Nc3ccc(C(F)(F)F)cc3)c2O[C@@H]1CN(C)S(=O)(=O)c1cn(C)cn1` gave ROS inducer 69.
Screening O=C(COc1ccc(Br)cc1)NCC1CCCO1 (stereo unspecified) returned ROS inducer 6.
Screening CC(C)c1ccc(OCC(=O)Nc2ccccc2-c2nc3ccccc3s2)cc1 returned ROS inducer 11.
For C[C@H]1CN([C@@H](C)CO)C(=O)c2cccc(NC(=O)c3ccc(-c4nccs4)cc3)c2O[C@@H]1CN(C)S(C)(=O)=O the results were ROS inducer 0.
`COc1ccc(CC(=O)Nc2cccc(-c3nc4cc5ccccc5cc4[nH]3)c2)cc1` gave ROS inducer 35.
Cc1ccc(Nc2nc(C)cc(C)n2)c(Br)c1 was read as ROS inducer 13.
C[C@@H]1CN([C@H](C)CO)C(=O)c2cccc(NC(=O)C3CCCCC3)c2O[C@@H]1CN(C)Cc1ccc(-c2ccccc2)cc1 was read as ROS inducer 75.
Screening C[C@@H]1CN([C@H](C)CO)C(=O)c2cc(NC(=O)Nc3ccc4c(c3)OCO4)ccc2O[C@@H]1CN(C)C(=O)NC1CCCCC1 returned ROS inducer -7.
`C[C@@H]1CN([C@@H](C)CO)C(=O)c2cc(NC(=O)Nc3ccc(C(F)(F)F)cc3)ccc2O[C@H]1CN(C)Cc1ccc(Cl)c(Cl)c1` gave ROS inducer -3.
COC(=O)NCCOc1ccc(C)cc1 was read as ROS inducer -9.
Screening C[C@@H]1CN([C@H](C)CO)C(=O)c2cc(NC(=O)Nc3ccc(C(F)(F)F)cc3)ccc2O[C@H]1CN(C)Cc1ccc(C(=O)Nc2ccccc2N)cc1 returned ROS inducer 27.
Screening Cc1cc(C)c(S(=O)(=O)NCc2ccccn2)cc1C returned ROS inducer -14.
Screening Cc1ccc(S(=O)(=O)N(C)C[C@H]2Oc3ccc(NC(=O)Cn4cnnn4)cc3C(=O)N([C@H](C)CO)C[C@H]2C)cc1 returned ROS inducer 1.
`C/C=C/[C@@H](CC(=O)N1Cc2ccccc2C[C@H]1CO)[Si](C)(C)c1ccc(OC)cc1` gave ROS inducer 43.
For Nc1ccc(-c2nc3ccccc3s2)cc1 the results were ROS inducer 6.
COc1cc(Br)cc(/C=N/NC(=O)CCCCCCC(=O)O)c1O was read as ROS inducer 4.
`C[C@H]1CN([C@@H](C)CO)C(=O)Cc2cc(NC(=O)CCC(F)(F)F)ccc2O[C@H]1CN(C)C(=O)Nc1ccc2c(c1)OCO2` gave ROS inducer -3.
Screening CCOC(=O)c1c(NC(=O)COc2cc(C)ccc2C)sc(C)c1C returned ROS inducer -13.
C[C@H](CO)N1C[C@H](C)[C@H](CN(C)Cc2ccc(C(=O)Nc3ccccc3N)cc2)Oc2c(NC(=O)c3ccncc3)cccc2C1=O was read as ROS inducer 11.
CC(C)NC(=O)Nc1ccc2c(c1)CC(=O)N([C@@H](C)CO)C[C@@H](C)[C@@H](CN(C)Cc1ccc(Oc3ccccc3)cc1)O2 was read as ROS inducer 58.
Screening C[C@H](CO)N1C[C@H](C)[C@H](CN(C)Cc2ccc(-c3ccccc3)cc2)Oc2ccc(NC(=O)Nc3ccc4c(c3)OCO4)cc2C1=O returned ROS inducer 4.
Screening O=C(N/N=C/c1cccc2ccccc12)c1ccccc1O returned ROS inducer 12.
`COc1ccc(OCC(=O)Nc2ccc(C)cc2[N+](=O)[O-])cc1` gave ROS inducer 20.
CNC[C@@H]1Oc2ccc(NS(=O)(=O)c3cn(C)cn3)cc2CC(=O)N([C@H](C)CO)C[C@H]1C was read as ROS inducer 0.
`C[C@H]1CN([C@@H](C)CO)C(=O)CCCn2cc(nn2)CO[C@@H]1CN(C)C(=O)Nc1ccc(F)cc1` gave ROS inducer -1.
Screening COC(=O)c1ccc(NC(=O)CN(c2ccccc2Br)S(C)(=O)=O)cc1 returned ROS inducer 1.
Screening S=C(NCCc1ccccc1)c1ccccc1 returned ROS inducer -12.
Screening COc1ccc(NC(=O)N(C)C[C@@H]2Oc3ccc(NS(=O)(=O)c4ccc(F)cc4)cc3C(=O)N([C@H](C)CO)C[C@H]2C)cc1 returned ROS inducer -3.
C[C@@H]1CCCCO[C@@H](CN(C)S(=O)(=O)c2ccc(Cl)cc2)[C@@H](C)CN([C@H](C)CO)C(=O)c2cc(NC(=O)Nc3ccccc3)ccc2O1 was read as ROS inducer 32.
For COc1ccc(S(=O)(=O)N(C)C[C@H]2Oc3ccc(NC(=O)Nc4ccc(F)cc4)cc3C(=O)N([C@H](C)CO)C[C@@H]2C)cc1 the results were ROS inducer 38.
`COC(=O)c1sccc1NC(=O)c1cc(-c2ccccn2)nc2ccc(Br)cc12` gave ROS inducer -13.
CC(C)(O)/C(=C/C#N)n1cccn1 was read as ROS inducer -7.
For C[C@H](CO)N1C[C@H](C)[C@@H](CN(C)S(C)(=O)=O)Oc2c(NC(=O)Nc3ccc4c(c3)OCO4)cccc2C1=O the results were ROS inducer -9.
CCCOc1ccc(C(=O)C2C(=O)C(=O)N(c3nc(C)c(C(=O)OC)s3)C2c2ccco2)cc1 (stereo unspecified) was read as ROS inducer 9.
Screening C[C@@H]1CN([C@H](C)CO)C(=O)c2cccc(N(C)C)c2O[C@H]1CN(C)Cc1ccc(-c2ccccc2)cc1 returned ROS inducer -1.
`C=CCOc1ccccc1/C=N/NC(=O)c1ccccc1O` gave ROS inducer -5.
For CC1(C)CC(=O)C=C(SCC(=O)Nc2cc(C(F)(F)F)cc(C(F)(F)F)c2)S1 the results were ROS inducer 7.
Screening O=C1C2C3C=CC(C3)C2C(=O)N1CCO (stereo unspecified) returned ROS inducer -5.
For CC(C)NC(=O)N(C)C[C@@H]1OCc2cn(nn2)CCCC(=O)N([C@@H](C)CO)C[C@@H]1C the results were ROS inducer -6.
Screening CSC1=NCCCN1C(=O)c1c(-c2ccccc2Cl)noc1C returned ROS inducer -5.
Screening C[C@@H]1CN([C@H](C)CO)C(=O)CCCn2cc(nn2)CO[C@H]1CN(C)Cc1ccccc1 returned ROS inducer 1.
For C[C@@H]1CN([C@H](C)CO)C(=O)Cc2cc(NS(C)(=O)=O)ccc2O[C@H]1CN(C)C(=O)Nc1ccc(C(F)(F)F)cc1 the results were ROS inducer 19.
For CN(C1CCCCC1)S(=O)(=O)N1CCCC(C(=O)O)C1 (stereo unspecified) the results were ROS inducer 28.
For CCc1ccc2ncc(S(=O)(=O)c3ccccc3)c(N3CCCC3)c2c1 the results were ROS inducer 22.
C[C@H](CO)N1C[C@H](C)[C@H](CN(C)Cc2ccncc2)Oc2c(NC(=O)NC3CCCCC3)cccc2C1=O was read as ROS inducer -2.

Quoted from above for reference:
For CN(C1CCCCC1)S(=O)(=O)N1CCCC(C(=O)O)C1 (stereo unspecified) the results were ROS inducer 28.
For CCc1ccc2ncc(S(=O)(=O)c3ccccc3)c(N3CCCC3)c2c1 the results were ROS inducer 22.
C[C@H](CO)N1C[C@H](C)[C@H](CN(C)Cc2ccncc2)Oc2c(NC(=O)NC3CCCCC3)cccc2C1=O was read as ROS inducer -2.

Part of the list above in order of molecular weight, descending:
For C[C@@H]1CN([C@H](C)CO)C(=O)Cc2cc(NS(C)(=O)=O)ccc2O[C@H]1CN(C)C(=O)Nc1ccc(C(F)(F)F)cc1 the results were ROS inducer 19.
Screening C[C@@H]1CN([C@H](C)CO)C(=O)CCCn2cc(nn2)CO[C@H]1CN(C)Cc1ccccc1 returned ROS inducer 1.
Screening O=C1C2C3C=CC(C3)C2C(=O)N1CCO (stereo unspecified) returned ROS inducer -5.

Returning to the listing with the seven entries that preceded the break.
For CC(C)NC(=O)N(C)C[C@@H]1OCc2cn(nn2)CCCC(=O)N([C@@H](C)CO)C[C@@H]1C the results were ROS inducer -6.
Screening CSC1=NCCCN1C(=O)c1c(-c2ccccc2Cl)noc1C returned ROS inducer -5.
Screening C[C@@H]1CN([C@H](C)CO)C(=O)CCCn2cc(nn2)CO[C@H]1CN(C)Cc1ccccc1 returned ROS inducer 1.
For C[C@@H]1CN([C@H](C)CO)C(=O)Cc2cc(NS(C)(=O)=O)ccc2O[C@H]1CN(C)C(=O)Nc1ccc(C(F)(F)F)cc1 the results were ROS inducer 19.
For CN(C1CCCCC1)S(=O)(=O)N1CCCC(C(=O)O)C1 (stereo unspecified) the results were ROS inducer 28.
For CCc1ccc2ncc(S(=O)(=O)c3ccccc3)c(N3CCCC3)c2c1 the results were ROS inducer 22.
C[C@H](CO)N1C[C@H](C)[C@H](CN(C)Cc2ccncc2)Oc2c(NC(=O)NC3CCCCC3)cccc2C1=O was read as ROS inducer -2.
`C[C@@H]1CN([C@H](C)CO)C(=O)Cc2cc(N(C)C)ccc2O[C@@H]1CN(C)C(=O)Nc1cccc2ccccc12` gave ROS inducer -7.
For COc1cccc(-c2ncc(-c3ccccc3)o2)c1 the results were ROS inducer 85*.
Screening COc1ccc2c(c1OC)C(=O)N1c3ccccc3N=C(c3ccc(Br)cc3)CC21 (stereo unspecified) returned ROS inducer 57.
COc1cccc(S(=O)(=O)N(C)C[C@@H]2Oc3ncc(Br)cc3C(=O)N([C@H](C)CO)C[C@@H]2C)c1 was read as ROS inducer 64.
Screening CCCN(CCC)C(=O)Cn1nc(CC)n2c(cc3sc(C)cc32)c1=O returned ROS inducer 0.
Screening COC(=O)CSc1nnc(C2COc3ccccc3O2)n1-c1ccccc1 (stereo unspecified) returned ROS inducer 61.
Screening O=C(Cc1ccccc1[N+](=O)[O-])Nc1ccccc1C(=O)N1CCOCC1 returned ROS inducer -4.
CC(=O)OCC1(C)CC2[C@]3(CO[C@@]24CCC2[C@@]5(C)CC[C@H](O[C@@H]6OC[C@@H](O)[C@H](O)[C@H]6O)[C@@](C)(CO)C5CC[C@@]2(C)[C@]4(C)C[C@H]3O)[C@@H](O)C1 (stereo partly specified) was read as ROS inducer -3.
For C[C@@H]1CN([C@@H](C)CO)C(=O)c2cccc(NC(=O)Nc3ccc(F)cc3)c2O[C@@H]1CN(C)S(C)(=O)=O the results were ROS inducer 90*.
`Cc1cc(N(CC(=O)Nc2ccc(Cl)c(Cl)c2)S(C)(=O)=O)ccc1Br` gave ROS inducer -5.
`CCCN(CCC)S(=O)(=O)c1ccc(C(=O)NCc2ccc3c(c2)OCO3)cc1` gave ROS inducer 2.
CC(C)n1cc(-c2noc(-c3cccs3)n2)c(=O)n(Cc2ccccc2)c1=O was read as ROS inducer -4.
`Cc1ccc(SCc2cn3cccnc3n2)cc1` gave ROS inducer -9.
For COc1ccc(NC(=O)Nc2ccc3c(c2)C(=O)N([C@H](C)CO)C[C@H](C)[C@H](CN(C)S(=O)(=O)c2ccc(F)cc2)O3)cc1 the results were ROS inducer 56.
Screening Cc1ccc(-c2nc(Nc3ccccc3F)sc2C)cc1 returned ROS inducer 26.

2 records picked at random from the list so far, as already listed:
`C[C@@H]1CN([C@@H](C)CO)C(=O)c2cc(NC(=O)Nc3ccc(C(F)(F)F)cc3)ccc2O[C@H]1CN(C)Cc1ccc(Cl)c(Cl)c1` gave ROS inducer -3.
`C=CCOc1ccccc1/C=N/NC(=O)c1ccccc1O` gave ROS inducer -5.

Continued:
Screening CC(C)(C)c1cn2c3ccccc3nc2n1CCCN1CCCCC1 returned ROS inducer 3.
For O=C(/C=C/c1ccc(O)c(O)c1)OCCc1ccccc1 the results were ROS inducer -11.
Screening C[C@@H]1CN([C@H](C)CO)C(=O)c2cc(NC(=O)Cc3ccccc3)ccc2O[C@@H]1CN(C)C(=O)Nc1ccc(F)cc1 returned ROS inducer -8.
O=C(Nc1ccc(N2CCN(c3ccc(C(F)(F)F)cn3)CC2)nc1)c1ccco1 was read as ROS inducer 4.
`CC(C)NC(=O)N(C)C[C@@H]1Oc2c(NS(=O)(=O)c3cccs3)cccc2C(=O)N([C@@H](C)CO)C[C@H]1C` gave ROS inducer 1.
For C[C@@H]1CN([C@H](C)CO)C(=O)c2cc(NC(=O)CCCN(C)C)ccc2O[C@H]1CN(C)S(=O)(=O)c1cccs1 the results were ROS inducer -24.
